High-throughput results as filed in PubChem.
MBD2 DNA inh – blocks human MBD2 binding to methylated DNA | inhibition, % at 4.4 µM | TR-FRET, MBD2 binding to methylated oligonucleotide | AID 686964 | Q9UBB5 | actives 0.31% (n = 370,000); in the data active = inhibition above about 13%
PLC-gamma1 inh – blocks human PLC-gamma1 enzyme activity; P19174; AID 720700; actives 0.84% (n = 370,000); purified PLC-gamma1, fluorogenic substrate, fluorescence; inhibition, % at 12.2 µM; in the data active = inhibition above about 9.5%
Target sequence (P19174 whole entry, looked up): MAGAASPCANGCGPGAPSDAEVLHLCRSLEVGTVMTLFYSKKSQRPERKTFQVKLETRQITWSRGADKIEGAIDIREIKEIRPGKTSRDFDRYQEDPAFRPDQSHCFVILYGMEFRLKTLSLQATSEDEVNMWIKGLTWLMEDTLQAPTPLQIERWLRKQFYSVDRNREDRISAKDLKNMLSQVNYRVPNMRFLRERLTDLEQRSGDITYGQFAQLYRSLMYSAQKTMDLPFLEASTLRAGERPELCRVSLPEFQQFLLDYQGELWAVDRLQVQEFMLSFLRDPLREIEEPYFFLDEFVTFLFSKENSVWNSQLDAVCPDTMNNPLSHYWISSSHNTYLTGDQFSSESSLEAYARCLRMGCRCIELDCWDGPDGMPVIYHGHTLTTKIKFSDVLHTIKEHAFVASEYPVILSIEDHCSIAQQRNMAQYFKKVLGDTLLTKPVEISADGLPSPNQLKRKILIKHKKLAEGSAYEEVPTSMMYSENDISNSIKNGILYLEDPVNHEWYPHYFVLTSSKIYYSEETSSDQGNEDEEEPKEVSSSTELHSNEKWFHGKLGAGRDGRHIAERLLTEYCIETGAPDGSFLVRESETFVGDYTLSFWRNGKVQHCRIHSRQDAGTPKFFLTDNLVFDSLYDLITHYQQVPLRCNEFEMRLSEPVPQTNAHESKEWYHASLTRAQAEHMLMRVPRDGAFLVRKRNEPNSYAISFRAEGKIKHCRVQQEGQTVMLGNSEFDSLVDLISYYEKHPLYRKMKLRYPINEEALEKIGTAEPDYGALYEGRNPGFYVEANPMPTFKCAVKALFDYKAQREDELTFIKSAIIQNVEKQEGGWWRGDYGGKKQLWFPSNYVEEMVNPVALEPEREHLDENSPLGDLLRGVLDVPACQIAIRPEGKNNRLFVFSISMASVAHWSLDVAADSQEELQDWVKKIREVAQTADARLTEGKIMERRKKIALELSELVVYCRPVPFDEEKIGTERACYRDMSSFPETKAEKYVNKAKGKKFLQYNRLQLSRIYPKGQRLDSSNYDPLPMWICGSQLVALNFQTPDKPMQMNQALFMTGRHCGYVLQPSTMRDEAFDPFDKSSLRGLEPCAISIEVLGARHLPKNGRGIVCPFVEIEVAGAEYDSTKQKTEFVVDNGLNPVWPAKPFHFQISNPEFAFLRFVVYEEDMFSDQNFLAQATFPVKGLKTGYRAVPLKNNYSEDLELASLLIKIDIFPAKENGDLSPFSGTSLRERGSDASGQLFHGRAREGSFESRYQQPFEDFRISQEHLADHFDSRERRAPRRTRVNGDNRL
DAX1 inh-1 – inhibitors of DAX1 repression of SF-1 activated StAR promoter; HEK293T StAR-luciferase reporter, SF-1/DAX-1 repression relief; inhibition, % at 6.8 µM; actives 1.1% (n = 370,000); AID 652010;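 active = inhibition above the mean over all tested compounds plus 3 SD, cut at about 3.6% in these data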;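 also: 0% = DAX-1 cells with DMSO and 100% = cells lacking DAX-1 with DMSO; higher inhibition means more luminescence from relief of DAX-1 repression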
ssDAF12 agonist – activators of S. stercoralis DAF-12 nuclear receptor; HEK293 ssDAF-12/GRIP1 lit1-tk-luc reporter, luminescence; % of 3 µM dafachronic acid response; AID 652126; activation, % at 6.8 µM; actives 1% (n = 370,000);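 active = activation above the mean over all tested compounds plus 3 SD, cut at about 0.9% in these data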;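 also: 0% = DMSO-only wells and 100% = 3 µM delta7-dafachronic acid wells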
SMARCA2 act – SMARCA2 function activation, primary screen; MG213 cells, MMTV-luciferase reporter, dexamethasone, overnight; activation, % at 9.1 µM; actives 1% (n = 370,000); AID 652017; in the data active = activation above about 7.8%;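 also: 0% = vehicle wells and 100% = reference activator wells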
NR1D1 modulator – modulates human Rev-erb alpha binding to DNA | P20393 | Rev-erbα–FITC-DNA binding, fluorescence polarization, 90 min | activity, % at 10 µM | actives 0.79% (n = 370,000) | AID 1259318;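 active = activity above about 14%, limit read from the data; passing the limit was not always enough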;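 also: 0% = DMSO wells with 35 nM protein and 100% = DMSO wells with 750 nM protein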
hcDAF12 agonist – activates DAF-12 receptor from parasite H. contortus; activation, % at 6.8 µM; HEK293 hcDAF-12 lit1-tk-luc reporter, luminescence; 0% DMSO, 100% Δ7-dafachronic acid; AID 652067; actives 1.4% (n = 370,000);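 active = activation above the mean of all tested compounds plus 3 SD, cut at about 5.5% in these data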;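 also: 100% = response to 3 µM Δ7-dafachronic acid high control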
ADAM17 inh – inhibitors of human ADAM17. P78536. recombinant ADAM17, EDANS/DABCYL FRET peptide cleavage. inhibition, % at 6.95 µM. actives 0.83% (n = 370,000). AID 720648;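 active = inhibition above the mean of compounds lying between control limits plus 3 SD, set per campaign, cut at about 8.5% in these data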;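 also: 0% = DMSO-only wells as the low control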
PLCb3 inh – blocks human PLC-beta3 enzyme activity. Q01970. Purified PLC-beta3, fluorogenic substrate, fluorescence. inhibition, % at 12.2 µM. actives 0.18% (n = 370,000). AID 720704; in the data active = inhibition above about 11%;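 also: 0% = median of compound wells on plate and 100% = full blocker control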
DAX1 inh-2 – inhibitors of human orphan nuclear receptor DAX1 (NR0B1). HEK293 Gal4-DAX1 luciferase reporter, luminescence. inhibition, % at 6.75 µM. actives 0.99% (n = 340,000). AID 504766;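 active = inhibition above the mean over all tested compounds plus 3 SD, cut at about 4.2% in these data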;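 also: 0% = DAX1-transfected cells with DMSO and 100% = empty-vector control cells with DMSO; inhibition shows as a rise in luminescence from relieved DAX1 repression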
hgDAF-12 ag – hgDAF-12 agonism, primary luciferase screen | HEK293 GAL4-hgDAF12 UAS-luciferase reporter, agonist luminescence; normalized to butyrate control | activation, % at 6.8 µM | actives 1.8% (n = 370,000);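 active = activation above a cutoff set at the mean of all screened compounds plus 3 SD, cut at about 10% in these data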;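 also: 0% = DMSO wells and 100% = sodium butyrate wells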
The depositor's hits bear a star; i = inactive; . = no result given. The order is random; 7.4% or so of the library scored in one or more.

SMILES	MBD2 DNA inh	PLC-gamma1 inh	DAX1 inh-1	ssDAF12 agonist	SMARCA2 act	NR1D1 modulator	hcDAF12 agonist	ADAM17 inh	PLCb3 inh	DAX1 inh-2	hgDAF-12 ag
CCCNC(=O)COC(=O)c1ccccc1C(=O)c1ccc(Cl)c([N+](=O)[O-])c1	4	5	-0.6	-1.1	-6	5	0.6	-1	-3	-1.8	-1.2
Cc1ccc(-c2nc(-c3cccnc3)no2)cc1	-5	5	3.3	0.0	-1	-5	3.4	1	2	2.7	14*
NC(=O)c1ccsc1NC(=O)CSc1nnc(NC2CC2)s1	1	-2	0.7	-1.0	3	-9	2.0	-3	-6	-0.1	6.1
O=C1c2ccccc2COc2ccc(O)cc21	-4	-3	0.1	-1.7	-2	2	-0.7	-4	-6	-0.6	2.2
Cc1cc2c(c(N3CCOCC3)n1)C(=O)OC2	-2	-26	-0.1	-1.4	-1	-1	-1.2	-25	-32	1.6	0.6
O=C(NC(=O)N1CCCC1)c1csnn1	-7	8	1.8	0.9	-1	1	-1.7	0	1	1.5	-0.8
CCOCCc1nnc(NC(=O)Cc2c(F)cccc2Cl)s1	-2	0	1.6	-1.8	-2	-4	0.9	-1	-6	-0.3	-0.4
COc1ccc(CN(C)CC(=O)Nc2ccccc2C(=O)NC2CC2)cc1F	-6	-1	-0.9	-1.0	-1	5	-2.4	-3	-1	0.5	-0.8
CCCCCCOc1ccc(/C=C/C(=O)N2CCOCC2)cc1OC	-7	-16	-0.8	-1.3	-1	1	-4.3	-20	-22	-2.4	1.3
CCc1nccn1S(=O)(=O)c1cc(OC)ccc1OC	6	3	0.3	-0.9	2	-9	2.2	-3	0	-1.8	0.2
COc1ccc(S(=O)(=O)N2CCC[C@@H]2C(=O)N2CCC[C@H]2C(=O)NCc2ccncc2)cc1C	5	1	-0.4	-1.0	-7	-5	-1.8	-4	3	.	-0.2
Cc1ccc(Cn2nnc3c(=O)n(CC(=O)NCc4ccccc4)cnc32)cc1	-4	1	-0.9	-1.3	-4	1	0.5	1	2	-0.9	0.2
Cc1ccc(OCC(=O)Nc2cccc3c2CCCC3)cc1C	-5	3	1.1	-0.7	-5	1	-0.7	2	2	1.7	0.2
CCOC(=O)N1CCN(S(=O)(=O)N2CCCC(C(=O)NCc3cc(Br)ccc3OC)C2)CC1 (stereo not drawn)	3	2	2.1	-1.4	-5	4	-1.2	2	6	-0.8	-1.8
COc1cc(CN2CCNC(=O)C2CC(=O)O)cc(OC)c1 (stereo not drawn)	4	1	-0.1	-1.1	-2	3	0.0	-1	-1	0.4	-3.6
Cc1ccc(NC(=O)c2ccc(=O)[nH]n2)cc1C	1	-2	0.1	-0.1	3	-3	0.2	-2	-5	2.1	4.5
Cc1ccc(NC(=S)/C(=C(\[O-])c2ccc(Cl)s2)[n+]2cccc(CO)c2)cc1C	0	-4	0.8	-0.2	2	-5	0.2	-7	-19	-0.7	9.0
COC(=O)c1ccccc1S(=O)(=O)N1CCC(C(=O)NCCC2=CCCCC2)CC1	0	0	-1.9	-1.0	6	7	0.0	-2	5	0.3	-0.8
Cc1c(C(=O)N2CCN(c3ccccc3)CC2)sc2ncnc(N3CCN(c4ccccn4)CC3)c12	-2	-2	0.3	-1.3	0	-5	2.0	2	-5	0.5	-2.1
Cc1c(C)c(C)c(C(=O)c2ccc(NC(=O)c3ccccc3C(=O)O)cc2)c(C)c1C	-7	4	0.2	-0.9	-3	-3	-1.6	8	-8	0.8	-1.8
O=C(COC(=O)c1cccc(C(=O)OCC(=O)NCc2ccc(F)cc2)n1)NCc1ccc(F)cc1	-2	0	-1.0	0.1	-1	-6	2.1	-2	1	-1.5	1.0
Nc1ncncc1-c1ccc([N+](=O)[O-])cc1	-6	5	-0.5	-1.1	-2	.	-2.2	2	6	-0.4	3.0
Cc1ccc(Cn2ccsc2=NC(=O)COC(=O)c2ccc(NC(=O)CC#N)cc2)cc1	-1	-5	-2.3	-0.6	-3	4	-1.8	1	-20	-2.2	-2.6
COC(=O)C(C)NC(=O)COc1ccc2ccccc2c1 (stereo not drawn)	5	-1	0.0	-1.4	-3	5	-0.1	-2	-5	4.3*	-2.4
CC1(C)N=C(c2ccccc2)C(=O)N1	-1	-2	0.4	-0.5	-2	-1	-1.0	-6	-4	-0.2	1.4
CC(C)[C@H](NC(=O)c1ccccc1Cl)C(=O)NC1CCCCCC1	-9	-1	-1.6	-1.6	3	0	-0.9	-1	-1	-0.5	0.5
COc1ccc(OC)c(NC(=S)NCc2ccccc2OC)c1	-5	-2	-0.1	-1.4	1	4	-2.4	-5	0	0.0	-3.0
Nc1nonc1-n1nnc(C(=O)N/N=C/c2cccc(O)c2)c1CN1CCCC1	0	-1	1.0	-0.8	-5	0	-0.8	-2	-7	0.2	2.6
Clc1ccc(Cc2nc(-c3ccncc3)no2)cc1	0	-2	-0.9	-0.2	-1	1	-0.3	-1	1	0.5	1.1
Cc1cccc(C)c1N1C(=O)c2ccccc2NC(=O)C1C(=O)NCc1ccco1 (stereo not drawn)	1	-10	-1.1	-1.6	-2	-5	-1.2	-9	-12	.	-1.5
COc1ccc(S(=O)(=O)N(CC(=O)N2CCN(C)CC2)c2ccc(C)cc2)cc1Br	2	-1	0.0	-1.0	0	2	1.8	-4	-5	0.2	3.5
CCOC(=O)c1c(-c2ccccc2)oc2ccc(O)c(CN(C)C)c12	-1	-25	0.0	-0.8	0	-2	-2.0	-2	-38	2.9	-1.6
O=C1NC[C@@H](CCCCN2CCN(CCc3ccccc3)C(=O)C2=O)N(Cc2ccccc2)C1=O	-2	2	-0.9	-0.7	-2	5	0.0	0	6	.	0.3
O=S(=O)([N-]c1nc2ccccc2nc1-[n+]1ccccc1)c1ccc(F)cc1	-5	11*	0.2	-0.9	-6	3	-1.1	1	-2	-1.1	1.1
COc1cc(C(=O)OCC(=O)NCc2ccccc2)cc(NC(=O)c2ccco2)c1OC	4	-7	-0.5	-1.1	-1	-2	-1.2	0	-7	-1.6	1.5
Cn1ccnc1SCC(=O)n1c2c(c3ccccc31)CCCC2	0	-19	-0.4	-1.1	-3	-1	4.2	-4	-19	-0.1	-1.1
NC(=O)CSc1ncnc2c1oc1ccccc12	6	-1	-0.9	-0.9	-1	-3	2.7	-4	-1	1.3	1.3
O=C(NCc1cccc(Cl)c1)C1CCCN(c2ncnc3c2nc2n3CCCCC2)C1 (stereo not drawn)	-9	0	-0.4	-1.4	3	-4	0.8	0	-5	-0.4	-1.3
O=C(NNC1CC(=O)N(c2cccc(Cl)c2)C1=O)c1cccnc1 (stereo not drawn)	-3	-1	-0.6	-1.2	1	-1	0.5	-1	0	2.1	-0.4
Cc1cc(C)c2nc3nc(C)cc(C)c3c(N)c2c1	19*	i	-0.6	-0.3	23*	7	2.2	-191	i	-1.6	4.0

As entered above.
`COc1ccc(S(=O)(=O)N2CCC[C@@H]2C(=O)N2CCC[C@H]2C(=O)NCc2ccncc2)cc1C` in ADAM17 inh reads -4
`Cn1ccnc1SCC(=O)n1c2c(c3ccccc31)CCCC2` in SMARCA2 act reads -3

Remaining list, next part.
SMILES	MBD2 DNA inh	PLC-gamma1 inh	DAX1 inh-1	ssDAF12 agonist	SMARCA2 act	NR1D1 modulator	hcDAF12 agonist	ADAM17 inh	PLCb3 inh	DAX1 inh-2	hgDAF-12 ag
COc1cc2c(cc1OC)C(CC(=O)O)N(C(=O)CC1CCCC1)CC2 (stereo not drawn)	3	-31	0.1	-0.7	-4	0	1.8	-13	-50	2.6	-1.5
O=C(C(=O)N1CCC(CNC(=O)c2cccs2)CC1)c1cc2ccccc2o1	6	1	1.7	-1.5	-6	1	-1.7	-1	-1	.	-1.5
COc1ccc(C2C(C(=O)N3CC(C)CC(C)C3)c3ccccc3C(=O)N2C)cc1 (stereo not drawn)	4	1	-0.1	-1.4	-3	-8	-2.4	1	4	0.3	0.6
CC1CC(=O)Nc2ccc([N+](=O)[O-])cc2N1C (stereo not drawn)	-2	-4	0.3	0.4	-2	1	-1.7	-2	-1	2.3	2.5
COc1ccc(N2C(=O)C3C4c5ccccc5C(C=Nc5ccc(C)cc5C)(c5ccccc54)C3C2=O)cc1 (stereo not drawn)	-1	0	-0.3	-1.1	0	2	-2.1	-3	5	-0.4	-4.0
CSc1nsc(SC)c1NC(=O)N1CCCC1	7	-1	0.1	-0.9	-1	-1	-0.9	0	0	-1.2	-1.8
Cc1c(C(=O)OCC(=O)Nc2cccc(S(N)(=O)=O)c2)oc2c1ccc1ccccc12	-3	-28	-0.1	-2.1	3	6	-2.2	-39	-51	-2.2	-2.9
O=C(CSc1nncs1)Nc1nccs1	-5	1	1.9	-1.2	-2	3	0.3	0	-1	-1.2	-0.1
O=C(O)c1ccc(-n2nnnc2SCc2ccccc2)cc1	4	8	0.3	-1.4	-4	0	-0.3	2	3	-0.6	0.2
O=C(Nc1ccc(Cl)cc1)OCC12COCN1COC2	0	0	0.7	-0.7	2	-5	1.9	3	1	.	2.4
Cc1ccnc(Sc2ncccc2[N+](=O)[O-])n1	-2	5	-0.7	-1.1	-1	-1	-0.8	2	3	-0.2	0.6
CC(=O)c1cn(CC(=O)NCc2ccco2)c2ccccc12	-3	2	-0.4	-0.7	2	-7	1.7	-1	3	-0.3	3.6
CCOc1ccc(C2c3[nH]c4ccccc4c3CCN2Cc2cn(CC)nc2C)cc1 (stereo not drawn)	-4	-27	0.1	-0.9	0	3	6.8*	-13	-41	0.7	1.4
CCOC(=O)c1c(S(=O)(=O)NCCc2cccs2)c(C)n(C)c1C	-4	7	1.7	-1.4	-3	-6	0.7	-3	-3	1.0	-0.1

Single records, as listed above. Screens in order: MBD2 DNA inh	PLC-gamma1 inh	DAX1 inh-1	ssDAF12 agonist	SMARCA2 act	NR1D1 modulator	hcDAF12 agonist	ADAM17 inh	PLCb3 inh	DAX1 inh-2	hgDAF-12 ag
CSc1nsc(SC)c1NC(=O)N1CCCC1 reads 7	-1	0.1	-0.9	-1	-1	-0.9	0	0	-1.2	-1.8
O=C(O)c1ccc(-n2nnnc2SCc2ccccc2)cc1 reads 4	8	0.3	-1.4	-4	0	-0.3	2	3	-0.6	0.2
COc1ccc(C2C(C(=O)N3CC(C)CC(C)C3)c3ccccc3C(=O)N2C)cc1 (stereo not drawn) reads 4	1	-0.1	-1.4	-3	-8	-2.4	1	4	0.3	0.6
CC(=O)c1cn(CC(=O)NCc2ccco2)c2ccccc12 reads -3	2	-0.4	-0.7	2	-7	1.7	-1	3	-0.3	3.6
COc1cc2c(cc1OC)C(CC(=O)O)N(C(=O)CC1CCCC1)CC2 (stereo not drawn) reads 3	-31	0.1	-0.7	-4	0	1.8	-13	-50	2.6	-1.5
